MBNL1-CUG inh = blocks human MBNL1 binding to CUG repeat RNA. Q9NR56. TR-FRET MBNL1-His/biotin-(CUG)12 binding, 665/545 ratio. Potency, µM (highest dose often 57.5 µM), for the others: at the highest dose activity change, negative = inhibition, usual class: inhibitors. actives 0.036% (n = 280,000). AID 2675; active = well fitted inhibition curve with a large enough effect in the signal ratio, with a control signal flat, not every such curve was filed as active; inconclusive = small, poorly fitted or top-dose-only effect, or effect the other way, or a change in a side signal; inactive = no such curve, though single readings can be large or run the other way; the % refers to the signal ratio; also: potency is read from the fitted curve at half-maximal effect; % is scaled to controls: 0 for no effect and ±100 for the full control effect
Target sequence (Q9NR56 whole entry, looked up): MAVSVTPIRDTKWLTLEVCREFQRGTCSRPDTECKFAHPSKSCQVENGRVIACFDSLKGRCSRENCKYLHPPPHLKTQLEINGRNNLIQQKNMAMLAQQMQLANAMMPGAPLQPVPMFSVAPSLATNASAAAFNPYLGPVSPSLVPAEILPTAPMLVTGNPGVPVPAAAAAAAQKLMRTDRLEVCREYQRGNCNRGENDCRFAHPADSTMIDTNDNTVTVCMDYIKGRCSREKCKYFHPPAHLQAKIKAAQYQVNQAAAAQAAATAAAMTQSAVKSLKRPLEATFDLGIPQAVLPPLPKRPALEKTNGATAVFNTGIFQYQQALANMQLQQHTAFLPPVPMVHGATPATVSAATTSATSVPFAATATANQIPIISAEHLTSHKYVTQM
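Ratiometric TR-FRET (665 over 545 nm, excitation 340 nm) tracks disruption of MBNL1-His/biotin-(CUG)12 complex after 60 min at room temperature, with compounds at 92 nM to 58 uM final.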
TSHR antagonist = human thyrotropin receptor antagonism; P16473; TSHR-expressing cells, TSH-stimulated cAMP HTRF, 2 h; active compounds read low; activity change, negative = inhibition, % at 11.5 µM; actives 0.2% (n = 330,000); AID 504810;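 active = activity change below a set negative limit, meaning inhibition stronger than a set level, cut at about -70% in these data; inconclusive = activity change between two set negative limits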; also: % is scaled to controls: 0 for no effect and ±100 for the full control effect
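Competitive HTRF cAMP read-out (cryptate anti-cAMP antibody, cAMP-d2; 30 min, room temperature) in freshly harvested TSHR cells. Compounds added before TSH at EC80 (4nM final), followed by 2 hours' incubation at 37 deg C.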
S-ASM inh = human S-ASM enzyme inhibition | P17405 | Potency, µM (highest dose often 57.5 µM), for the others: top-dose activity change, negative = inhibition, actives largely listed as inhibitors | placental ASM, HMU-PC fluorogenic substrate, 60 min | actives 0.006% (n = 340,000); also: potency is read from the fitted curve at half-maximal effect
Target sequence (P17405 47-631 limits assumed): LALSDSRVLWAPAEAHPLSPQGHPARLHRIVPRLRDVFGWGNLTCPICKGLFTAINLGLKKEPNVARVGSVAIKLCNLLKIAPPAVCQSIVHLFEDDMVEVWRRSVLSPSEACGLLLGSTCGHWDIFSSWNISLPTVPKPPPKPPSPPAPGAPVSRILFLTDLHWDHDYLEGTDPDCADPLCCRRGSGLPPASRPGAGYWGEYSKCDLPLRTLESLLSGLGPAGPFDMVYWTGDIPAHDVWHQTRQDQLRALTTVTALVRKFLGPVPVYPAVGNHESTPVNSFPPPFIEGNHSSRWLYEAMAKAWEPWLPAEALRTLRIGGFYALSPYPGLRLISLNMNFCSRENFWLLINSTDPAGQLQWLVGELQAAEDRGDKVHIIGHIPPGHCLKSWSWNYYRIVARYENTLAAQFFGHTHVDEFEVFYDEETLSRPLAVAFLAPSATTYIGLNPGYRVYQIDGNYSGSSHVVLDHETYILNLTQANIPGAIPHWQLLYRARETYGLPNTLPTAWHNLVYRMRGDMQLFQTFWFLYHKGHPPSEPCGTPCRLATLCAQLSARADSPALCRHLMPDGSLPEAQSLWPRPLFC
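qHTS format. ASM enzyme prepared from human placenta hydrolyses the fluorogenic substrate HMU-PC0 (9 uM final) over 60 min at 37 °C after a 10 min compound preincubation.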
A-T KAP1 phos = potential ataxia-telangiectasia treatments restoring KAP-1 phosphorylation; […] A-T fibroblasts, KAP-1 phosphorylation AlphaLISA; neocarzinostatin DNA damage 30 min before lysis; Potency, µM (series often up to 57.5 µM), without a hit: top-dose activation, hits mostly activators; actives 0.19% (n = 320,000); AID 485349; also: potency is read from the fitted curve at half-maximal effect; % of control where 0% means no effect; nearly all actives have a fitted effect of over 45% in size
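hTERT-immortalized A-T patient fibroblasts ([…]), 500 cells/well in OPTI-MEM, 1% FBS, got compounds for 60 min, then NCS for 30 min at 37C. Lysates were then assayed for phospho-KAP-1 by AlphaLISA (anti-pKAP1 donor, anti-KAP1 acceptor beads), 6 hr at 25C.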
a7 integrin act = integrin-mediated muscular dystrophy alleviation activation | actives 0.064% (n = 350,000) | Potency, µM (series often up to 38.3 µM), for inactives: at the top dose activation, usual class: activators | alpha7betagal myoblasts, beta-gal FDG fluorescence, 48 h | AID 624291;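 also: potency is read from the fitted curve at half-maximal effect; 100% = response of the positive control SU9516; nearly all actives have a fitted effect of over 60% in size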
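Alpha7betagal+/- myoblasts (passage 13) were plated 16-24 hr, then exposed to compounds (1:260 dilution of DMSO stock) for 48 hours at 37C. After MPER lysis, β-galactosidase reporter activity was read as FDG fluorescence (ex 480/em 540) after 30 minutes.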
PTAP TSG101 blk = blocks PTAP/TSG101 interaction to inhibit HIV-1 budding; Q99816; AID 493005; 340,000 tested, under 10 active; Potency, µM (doses to about 115 µM), for inactives: at the highest dose activity change, negative = inhibition, usual class: inhibitors; Fluorescence polarization, FITC-PTAP peptide / Tsg101 binding; active = well fitted inhibition curve with a large enough effect in the main read-out, with a control signal flat, not every such curve was filed as active; inconclusive = small, poorly fitted or top-dose-only effect, or effect the other way, or a change in a side signal; inactive = no such curve, though single readings can be large or run the other way; also: potency is read from the fitted curve at half-maximal effect; % of control where 0% means no effect
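Tsg101 binding domain (10 uM final) was mixed with compound and a FITC-labeled PTAP peptide (50 nM final) in HEPES pH 7.5 buffer with NaCl, Tween 20, EDTA and TCEP; fluorescence polarization was read after 20 min at r.t.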
Mito fusion act = inhibitors of mitochondrial division or activators of mitochondrial fusion | S. cerevisiae fusion-defective mutant growth rescue, CellTiterGlo 48 h | Potency, µM (doses to about 46.1 µM), for inactives: at the highest dose growth rescue (activation), actives largely listed as activators | actives 0.23% (n = 320,000) | AID 485298;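 also: potency is read from the fitted curve at half-maximal effect; % of control where 0% means no effect; nearly all actives have a fitted effect of over 45% in size; temperature-sensitive fusion mutants such as fzo1-1 at 37 °C on non-fermentable ethanol glycerol medium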
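Yeast fusion mutant, YPEG (non-fermentable carbon), compound, 48 h at 37C non-permissive; CellTiterGlo added, 10 min RT, luminescence read. Rescued growth = division inhibition.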
CXXC DNA block = MLL CXXC-DNA interaction inhibition. Q03164. MLL-CXXC / FITC-HOXA9 DNA fluorescence polarization. Potency, µM (titrated, usually from 115 µM), inactives show at the top dose activity change, negative = inhibition, hits mostly inhibitors. actives 0.037% (n = 290,000). AID 2662; active = well fitted inhibition curve with a large enough effect in the polarisation, with a control signal flat, not every such curve was filed as active; inconclusive = small, poorly fitted or top-dose-only effect, or effect the other way, or a change in a side signal; inactive = no such curve, though single readings can be large or run the other way; the % refers to the polarisation; also: potency is read from the fitted curve at half-maximal effect
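Steps: dispense CXXC domain solution (7 uM) → pin compounds or unlabeled HOX-A9 DNA control → 5 min ambient → add FLSN-HOX-A9 solution (50 nM) → spin → 30 min ambient → fluorescence polarization. Tris pH 7.5/NaCl/DTT/BSA buffer.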
Menin-MLL TR inh = displaces Texas Red mutant MLL peptide from human menin. O00255. Menin + Texas Red MLL mutant peptide, fluorescence polarization. Potency, µM (series often up to 61.6 µM), for the others: at the highest dose FP activity change, negative = inhibition, most hits filed as inhibitors. actives 0.23% (n = 270,000). AID 1768; active = well fitted inhibition curve with a large enough effect in the polarisation, with a control signal flat, not every such curve was filed as active; inconclusive = small, poorly fitted or top-dose-only effect, or effect the other way, or a change in a side signal; inactive = no such curve, though single readings can be large or run the other way; the % refers to the polarisation; also: potency is read from the fitted curve at half-maximal effect; % of control where 0% means no effect; many of its hits are not listed in these tables
TCR activator = activators of T cell receptors; Potency, µM (highest dose often 9.22 µM), for the others: top-dose activation of IL-2 secretion, most hits filed as activators; primary human leukocytes, anti-CD3, IL-2 HTRF, 48 h; 330,000 tested, under 10 active; AID 504894; also: % of control where 0% means no effect
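IL-2 produced over 48 hr by a-CD3 bead-stimulated primary human leukocytes exposed to compounds was detected with a homogeneous time-resolved FRET immunoassay, 665nm acceptor signal after 320nm excitation.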
* marks the source's active call; other numbers are inactive results; ? = inconclusive; / = no result given; [ ] = dose if it differs, or a comment. Unless noted, calls follow the shape of the dose curve; as a rule, active = well fitted curve in the direction sought with a large enough effect; inconclusive = small, poorly fitted or top-dose-only effect, or another doubt; inactive = no such curve, though single readings can be large; an effect the other way counts as inactive or inconclusive.

SMILES	MBNL1-CUG inh	TSHR antagonist	S-ASM inh	A-T KAP1 phos	a7 integrin act	PTAP TSG101 blk	Mito fusion act	CXXC DNA block	Menin-MLL TR inh	TCR activator
Cn1nccc1C(=O)N1CCCC(N2CCN(c3cccc(C(F)(F)F)c3)CC2)C1 (centres undefined)	1%	-12	/	7%	/	/	-9%	25%	/	/
Cc1ccc(C(=O)NC(=S)Nc2ccc(CN3CCCCC3)cc2)c(C)c1	-8%	-1	-3%	-1%	-49%[inhibitor]	-2%	-6%	0%	?	4%
CCC(C)[C@H](NC(=O)NCc1cccc(OC)c1)C(=O)O (some centres undefined)	-9%	-3	-3%	-3%	-13%[7.66 µM]	-4%	-2%	-3%	-1%	/
COc1ccc2[nH]c3c(=S)nc[nH]c3c2c1	?	19	11%	-4%	15%	0%	-5%	-3%	-3%	-8%
COC(=O)c1ccc(CNC(=O)c2ccc(COc3ccccc3)cc2)cc1	/	27	-1%	3%	-24%	-7%	3%	19%	28µM*	0%[46.1 µM]
COc1ccc(-c2csc(NC(=O)c3ccccc3NS(=O)(=O)c3ccc(F)c(F)c3)n2)cc1	-2%	-88*	17%	7%	-71%[inhibitor]	-8%	-5%	?	?	-2%
COC(=O)[C@]1(Cc2ccccc2)N[C@H](CN(C)C(=O)Nc2ccc(OC)cc2)[C@@H]2C(=O)N(C)C(=O)[C@@H]21	/	-6	5%	7%	-2%	0%	/	/	/	3%
CCOC(=O)C1(Cc2ccccc2)CCCN(Cc2ccccn2)C1 (centres undefined)	-13%	5	2%	0%[11.5 µM]	-23%	1%	2%	-14%	-4%	-2%
CC1CCc2nn(CC(=O)NCCCN3CCCC3=O)cc2C1 (centres undefined)	0%	3	2%	4%	16%	-3%	2%	4%	-2%	5%
O=C(CSc1nnc(-c2ccco2)n1-c1ccccc1)NCC1CCCO1 (centres undefined)	-3%	22	3%	12%	5%	-3%	-1%	3%	1%	-2%
CN(C)c1c([N+](=O)[O-])cc2[nH]c(=O)[nH]c2c1[N+](=O)[O-]	?	1	-5%	-6%	3%	-8%	2%	-1%	-1%	3%
CC12CCC(C/C1=N/O)C2(C)C (centres undefined)	-8%	17	-1%	3%	28%	-1%	15%	-5%	-10%	0%
O=C(CN1CCN(Cc2ccc(Cl)cc2)C1=O)NCCN1CCCC1	?	0	2%	-9%	14%	-1%	-8%	1%	-1%	2%
CC(NC(=O)CCSCCC(=O)NC(C)c1ccccc1)c1ccccc1 (centres undefined)	-3%	3	3%	-8%	-4%	-1%	-4%	6%	-3%	1%[46.1 µM]
Cc1nn(Cc2ccc(Cl)cc2)c(Cl)c1/C=N/NC(=O)c1cccnc1	/	-2	-3%	8%	-23%	-7%	7%	0%	1%	6%[46.1 µM]
O=C(CC(c1ccccc1)c1ccccc1)Nc1ncn[nH]1	3%	0	4%	2%	16%	-3%	-5%	-12%	4%	-7%
COc1ccc(C(=O)CCC(=O)Nc2cccnc2)cc1OC	-2%	-25	0%[11.5 µM]	15%	-17%	-5%	1%	15%	?	5%
N#Cc1nc(COc2cccc(Cl)c2)oc1NCc1ccco1	-5%	-16	-5%	14%	-5%	-3%	?	-1%	-6%[11.7 µM]	-6%
Cc1cccc(NC(=O)C2CCN(S(=O)(=O)c3cccs3)CC2)n1	-1%	-8	3%	-3%	4%	-5%	15%	0%	2%	3%
Cc1cc(C)c(-c2cc(NC(=O)CSc3n[nH]c(N)n3)n(-c3ccccc3)n2)cc1C	2%	5	1%	-3%	10%	-1%	3%	15%	/	-1%
Cc1cc(C(=O)N2CCN(S(C)(=O)=O)CC2)cs1	1%	-4	2%	1%	-5%[7.66 µM]	-6%	-3%	-2%	-2%	/
Cc1onc(-c2ccccc2Cl)c1C(=O)N1CCN(c2ccccc2)CC1	-3%	-3	2%	7%	4%	/	6%	-1%	-27%	/
CCOc1c(Cl)cc(C2NC(=O)NC(C)=C2C(=O)NCc2ccccc2)cc1OC (centres undefined)	-7%	7	-2%	0%	2%	/	0%	-4%	-12%	/
COc1ccc(C(=O)N2CCCC(CCC(=O)NCc3ccccc3F)C2)c(OC)n1 (centres undefined)	-6%	-13	43%	3%	-15%	-1%	-1%	25%	-1%	4%
CS(=O)(=O)N1CCN(C(=O)Cc2ccc([N+](=O)[O-])cc2)CC1	?	9	-6%	4%	?	-2%	-2%	1%	8%	4%
CC1CCCN(CCCOc2ccc([N+](=O)[O-])cc2)C1 (centres undefined)	19%	0	3%	-1%	12%	-5%	-7%	23%	3%	10%[46.1 µM]
COc1ccc(S(=O)(=O)N2CCOCC2)cc1NC(=O)CSc1nnc2c(n1)[nH]c1ccccc12	?	-13	-11%	-11%	-10%	-5%	-2%	2%	/	3%
CCOC(=O)N1CCC(NC(=O)CSCc2nc(-c3cccc(OC)c3)oc2C)CC1	0%	-13	-2%	-8%	-30%	-4%	-3%	-6%	-8%	2%
N#Cc1c2ccccc2nc2ccccc12	?	0	155%[activator]	1%	1%	-3%	1%	-2%	/	3%
CN(C)CCCNc1nc(-c2ccccc2)nc2ccccc12	/	11	3%	2%	-44%	-1%	-2%	-3%	/	-59%
CC(C)(C)C(=O)CSc1ncnc2c1cnn2Cc1ccccc1	-8%	-4	2%	1%	-55%[inhibitor]	0%	1%	-12%	-21%	-7%
Cc1cccc(NC(=O)CC23CC4CC(C2)CC(n2nnc(C)n2)(C4)C3)c1	/	-23	1%	11%	-9%	2%	3%	1%	?	0%[46.1 µM]
O=[N+]([O-])c1c(NCCCO)cc(Sc2nc3ccccc3s2)c2nonc12	?	-94*	-2%	-11%	-65%[inhibitor]	7%	-7%	-17%	/	0%
CC(=O)Nc1ccc(S(=O)(=O)NCCC(=O)N2CCCCC2)cc1	/	22	2%	27%	22%	-1%	1%	/	/	-89%
CC(C)(C)NC(=O)NC(=O)CN1CCCc2ccccc21	10%	15	-2%	-4%	26%	-3%	15%	6%	7%	-5%
Cc1ccc(-n2cnnn2)cc1Cl	-15%	1	15%	4%	-5%	2%	-16%	1%	-3%	-1%
CC(C)c1ccc(NC(=O)C(c2ccccc2)N2CCOCC2)cc1 (centres undefined)	-1%	-12	-1%	17%	-15%	4%	-4%	2%	-11%[11.7 µM]	-2%
C=C1CCC2[C@](C)(CO)[C@H](O)CC[C@@]2(C)[C@@H]1/C=C/C1=CCOC1=O (some centres undefined)	/	4	4%	5%	14%	-1%	-6%	/	/	-3%
COc1ccccc1N1C(=O)CCC1(C#N)c1ccc(Br)cc1 (centres undefined)	-11%	-1	0%	3%	2%	-4%	-5%	9%	-9%	0%

No new results follow: an excerpt of the list.
SMILES	MBNL1-CUG inh	TSHR antagonist	S-ASM inh	A-T KAP1 phos	a7 integrin act	PTAP TSG101 blk	Mito fusion act	CXXC DNA block	Menin-MLL TR inh	TCR activator
O=[N+]([O-])c1c(NCCCO)cc(Sc2nc3ccccc3s2)c2nonc12	?	-94*	-2%	-11%	-65%[inhibitor]	7%	-7%	-17%	/	0%
CC(=O)Nc1ccc(S(=O)(=O)NCCC(=O)N2CCCCC2)cc1	/	22	2%	27%	22%	-1%	1%	/	/	-89%
CC(C)(C)NC(=O)NC(=O)CN1CCCc2ccccc21	10%	15	-2%	-4%	26%	-3%	15%	6%	7%	-5%
Cc1ccc(-n2cnnn2)cc1Cl	-15%	1	15%	4%	-5%	2%	-16%	1%	-3%	-1%
CC(C)c1ccc(NC(=O)C(c2ccccc2)N2CCOCC2)cc1 (centres undefined)	-1%	-12	-1%	17%	-15%	4%	-4%	2%	-11%[11.7 µM]	-2%
C=C1CCC2[C@](C)(CO)[C@H](O)CC[C@@]2(C)[C@@H]1/C=C/C1=CCOC1=O (some centres undefined)	/	4	4%	5%	14%	-1%	-6%	/	/	-3%
COc1ccccc1N1C(=O)CCC1(C#N)c1ccc(Br)cc1 (centres undefined)	-11%	-1	0%	3%	2%	-4%	-5%	9%	-9%	0%

These rows are one share of the data; count on the stated rates, not on these rows.
